Screening data (PubChem BioAssay)
L3MBTL1 block: L3MBTL1 (human) inhibition. Q9Y468. AlphaScreen L3MBTL1–H3K9me1 peptide binding. Potency, µM (doses to about 57.1 µM), inactives show at the highest dose activity, negative = inhibition, usual class: inhibitors. actives 0.66% (n = 230,000). AID 485360; further: nearly all actives have a fitted effect of over 60% in size
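Displacement of a biotinylated histone H3(1-15) peptide monomethylated at Lys9 (75 nM) from L3MBTL1 (50 nM) was measured by AlphaScreen after a 30 min room-temperature compound incubation; cefsulodin titration served as intraplate control.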
KDM4E inh: inhibitors of human JMJD2E histone demethylase; B2RXH2; JMJD2E catalytic domain, FDH-coupled NADH fluorescence (FDH is formaldehyde dehydrogenase); Potency, µM (titrated, usually from 57.1 µM), for the others: at the highest dose activity change, negative = inhibition, hits mostly inhibitors; actives 1.6% (n = 230,000); AID 2147; active means well fitted inhibition curve with a large enough effect, not every such curve was filed as active; inconclusive means small, poorly fitted or top-dose-only effect, or another doubt; inactive means no such curve, though single readings can be large or run the other way;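 further: 0% = wells with enzyme and -100% = buffer wells without enzyme; nearly all actives have a fitted effect of over 50% in size; many of its hits are not listed in these tables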
RGS12 GoLoco inh: blocks human Gai1 binding to RGS12 GoLoco peptide, red readout; Gai1:RGS12 GoLoco peptide FP, rhodamine, 10 min; Potency, µM (highest dose often 61.6 µM), without a hit: at the top dose activity, negative = inhibition, usual class: inhibitors; actives 0.44% (n = 230,000); active means well fitted inhibition curve with a large enough effect, not every such curve was filed as active; inactive means no such curve, though single readings can be large or run the other way; further: nearly all actives have a fitted effect of over 30% in size; many of its hits are not listed in these tables
Target sequence (P63096 whole entry, looked up): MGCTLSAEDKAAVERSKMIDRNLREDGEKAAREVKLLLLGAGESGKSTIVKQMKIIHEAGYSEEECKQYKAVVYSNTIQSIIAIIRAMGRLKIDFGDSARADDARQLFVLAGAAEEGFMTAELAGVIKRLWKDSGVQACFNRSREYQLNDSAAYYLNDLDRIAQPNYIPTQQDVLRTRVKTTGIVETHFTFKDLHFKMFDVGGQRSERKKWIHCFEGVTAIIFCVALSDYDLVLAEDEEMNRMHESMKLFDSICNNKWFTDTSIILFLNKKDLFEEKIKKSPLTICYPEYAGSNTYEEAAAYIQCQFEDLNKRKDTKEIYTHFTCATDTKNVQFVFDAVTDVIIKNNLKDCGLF
Tau FP inhib: inhibitors of human tau fibril formation. P10636. K18 P301L tau heparin fibrillization, Alexa594 FP, 6 h. Potency, µM (doses to about 57.7 µM), without a hit: at the top dose activity, negative = inhibition, actives largely listed as inhibitors. actives 0.39% (n = 280,000); further: nearly all actives have a fitted effect of over 55% in size
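K18 P301L tau (15 uM unlabeled/0.24 uM Alexa 594-labeled, final) + compound + heparin 20 uM final; 100 mM NaOAc pH 7; 6 hr 37 C; ThT 30 uM final added, 1 hr RT; FP ex 555/em 632 nm.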
TRb-SRC2 inh: TRbeta-SRC2 interaction inhibition; P10828; Potency, µM (top dose mostly 106 µM), inactives show at the highest dose activity change, negative = inhibition, actives largely listed as inhibitors; actives 0.065% (n = 280,000); AID 1469; TRbeta-SRC2 peptide binding, fluorescence polarization; receptor liganded with 1 µM T3;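 further: plate controls were bound peptide for no effect and peptide without receptor for full effect; nearly all actives have a fitted effect of over 50% in size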
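A fluorescence polarization screen tested compounds at multiple concentrations against complex formation between 0.6 uM TRb ligand-binding domain and 20 nM Texas Red SRC2 peptide, with 1 uM T3 present; readout after 5 hr.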
Tau ThT inhib: inhibitors of human tau fibril formation, thioflavin T binding | P10636 | recombinant tau K18 P301L (four-repeat tau fragment), heparin-induced fibrillization, ThT fluorescence | Potency, µM (top dose mostly 57.4 µM), inactives show top-dose activity, negative = inhibition, usual class: inhibitors | actives 2.1% (n = 270,000) | AID 1460; further: nearly all actives have a fitted effect of over 55% in size
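Heparin-induced (20 uM) aggregation of recombinant human K18 P301L tau, 15 uM unlabeled with 0.24 uM labeled, pH 7 acetate buffer, 6 hr at 37 C with compound. Fibrils quantified by 30 uM ThT fluorescence after 1 hr ambient incubation.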
RECQ1 inh: blocks DNA unwinding by human RECQ1; RECQ1 DNA unwinding, red fluorescence kinetic read; Potency, µM (series often up to 57.3 µM), inactives show at the highest dose activity, negative = inhibition, most hits filed as inhibitors; P46063; actives 0.54% (n = 240,000);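 further: plate controls were vehicle for no effect and no enzyme for full effect; nearly all actives have a fitted effect of over 30% in size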
Target sequence (P46063 whole entry, looked up): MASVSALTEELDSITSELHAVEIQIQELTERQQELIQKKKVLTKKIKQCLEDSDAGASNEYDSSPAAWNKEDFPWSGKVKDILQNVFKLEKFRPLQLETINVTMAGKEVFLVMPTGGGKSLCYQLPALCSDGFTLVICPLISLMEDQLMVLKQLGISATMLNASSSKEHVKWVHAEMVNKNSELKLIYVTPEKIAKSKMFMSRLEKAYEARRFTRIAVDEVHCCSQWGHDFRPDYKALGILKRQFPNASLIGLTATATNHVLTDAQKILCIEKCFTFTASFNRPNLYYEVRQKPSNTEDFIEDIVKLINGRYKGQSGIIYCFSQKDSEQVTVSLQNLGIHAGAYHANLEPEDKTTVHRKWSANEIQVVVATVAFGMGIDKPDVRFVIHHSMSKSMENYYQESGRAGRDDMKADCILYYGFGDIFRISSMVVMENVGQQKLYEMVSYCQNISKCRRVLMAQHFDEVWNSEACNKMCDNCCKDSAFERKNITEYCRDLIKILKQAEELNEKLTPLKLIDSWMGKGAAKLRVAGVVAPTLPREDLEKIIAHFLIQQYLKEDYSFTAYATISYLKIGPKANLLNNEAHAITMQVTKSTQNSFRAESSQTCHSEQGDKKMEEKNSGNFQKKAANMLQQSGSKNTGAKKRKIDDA
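RECQ1T1 50 nM; forked duplex (20 bp + 30-nt ss tails) 200 nM, ATP 2 mM final; pH 8.0, 2 mM MgCl2, 2.5 ug/ml poly(dI-dC); 15 min compound preincubation; discontinuous kinetic read over 2 h at RT.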
TexasRed fluor: alters Texas Red total fluorescence, flagging assay interference | TRb/SRC2 Texas Red total fluorescence interference | Potency, µM (series often up to 106 µM), inactives show at the top dose fluorescence change, negative = quenching | actives 0.29% (n = 280,000); active means well fitted curve in either direction with a large enough effect; inconclusive means small, poorly fitted or top-dose-only effect
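Human TRb ligand-binding domain at 0.6 uM with 20 nM Texas Red SRC2 peptide in Tris buffer containing 1 uM T3 and 5% DMSO, incubated with compound 5 h at ambient temperature. Total fluorescence (555/632 nm) calculated as parallel + 2 × perpendicular.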
* = called active by the depositor; i = inactive; ? = inconclusive; / = no result given; & = joins results of further samples; [ ] = another dose, or the depositor's remark. Unless noted, the call rests on the fitted dose curve; in most records, active means well fitted curve in the direction sought with a large enough effect; inconclusive means small, poorly fitted or top-dose-only effect, or another doubt; inactive means no such curve, though single readings can be large; an effect the other way counts as inactive or inconclusive. Unless noted, on the % scale 0 is the no-effect control and ±100 the full control effect; potency means the concentration at half of the fitted maximal effect. Not all compounds are listed; count on the stated rates, not on these rows.

SMILES	L3MBTL1 block	KDM4E inh	RGS12 GoLoco inh	Tau FP inhib	TRb-SRC2 inh	Tau ThT inhib	RECQ1 inh	TexasRed fluor
Cc1ccc(/C=C/c2ccc(=O)n(Cc3ccc(F)cc3)n2)cc1	11%	?	0%	-2%	5%	-15%	-14%	3%
COc1cc2nc(CSc3ncn[nH]3)[nH]c(=O)c2cc1OC	-1%	-11%	0%	4%	3%	-13%	i	0%
COc1ccc(NC(=O)Cn2c(-c3ccccc3)cc(C(C)=O)c2C)c(OC)c1	/	7%	0%	7%	-4%	?	-1%	1%
COc1cc2nc(NC(=O)c3ccc(Cl)cc3)[nH]c(=O)c2cc1OC	/	-1%	6%	-8%	-4%	4%	5%	-2%
CCOc1ccc(Br)cc1CSC(=N)N	8%	-4%	-10%	3%	7%	-1%	0%	2%
O=C(CCn1cnc2ccccc2c1=O)NCc1ccccc1Cl	/	/	/	0%	-5%	-10%	/	-1%
CCCCC(OC(=O)c1cc2occc2n1C)C(=O)NCC1CCCO1 (stereo unspecified)	-5%	3%	3%	5%	9%	-4%	-2%	-4%
O=C(N/N=C/c1cn(CCOc2ccccc2)c2ccccc12)c1ccncc1	-7%	?	2%	3%	8%	?	-14%	-6%
NNc1nc2sc3c(c2c(=O)n1Cc1ccccc1)CCC3	-30%	-28%	45%[activator]	-2%	-8%	?	-3%	-7%
Cc1cc(C)cc(N(C(=O)c2cc3ccccc3oc2=O)C2C=CS(=O)(=O)C2)c1 (stereo unspecified)	-3%	-3%	10%	0%	7%	-3%	-1%	-24%
Cc1ccc(C)c(N2CCN(CCCNC(=O)Cn3ncc4c([nH]c5ccccc54)c3=O)CC2)c1	/	/	/	0%	8%	0%	/	-7%
O=C(CN1CCOCC1)Nc1ccccc1Sc1ccc(Cl)cc1	2%	8%	7%	9%	-5%	-14%	-5%	-5%
COC(=O)c1c(NC(=O)C2C3C=CC(CC3)C2C(=O)O)sc(C)c1C (stereo unspecified)	4%	8%	6%	-7%	4%	?	-4%	-1%
Cc1nc2ccccc2c(=O)n1NC(=O)c1ccc([N+](=O)[O-])cc1Cl	/	7%	8%	-3%	6%	1%	i	0%
O=C(CSc1nc(C2CCCCC2)n(-c2ccccc2)n1)NCC(F)(F)F	7%	7%	1%	4%	8%	-2%	-6%	-6%
O=C(Nc1ccc(Cl)c(Cl)c1)N1CCC(N2CCCCC2)CC1	-3%	4%	4%	1%	-16%	-1%	-5%	0%
COc1ccc(-c2nc3ccccc3s2)cc1NC(=O)COc1ccc(C)cc1	/	/	/	-9%	4%	-12%	/	-5%
CCOC(=O)c1cnc(SCC(=O)NCc2ccco2)nc1N	0%	5%	2%	0%	-3%	-10%	1%	1%
CC(C)NC(=O)CC1Nc2c3ccccc3nc(=S)n2C1=O (stereo unspecified)	11%	-21%	-17%	-8%	2%	0%	-14%	-1%
Cc1cc(C)cc(N2CCCn3c2nc2c3c(=O)n(CCN3CCOCC3)c(=O)n2C)c1	4%[11.4 µM]	-7%	7%	3%	14%	-1%	1%	-4%
CCOC(=O)CSc1nc2sc3c(c2c(=O)n1Cc1ccccc1)CC(C)CC3 (stereo unspecified)	/	/	/	-7%	-3%	-17%	/	-3%
CC(C)COc1ccc(C(=O)CCN2CCCCC2)cc1	-7%	0%	-16%	8%	?	?	-6%	2%
Cc1nc(C2COc3ccccc3O2)sc1C(=O)O (stereo unspecified)	6%	1%	-2%	-5%	-4%	-5%	-4%	2%
CCCCn1c(NCCC)nc2c1c(=O)[nH]c(=O)n2C	/	-3%	9%	-12%	-4%	6%	1%	-4%
COc1ccc(NC(=O)CSc2nnc(COc3ccccc3)n2Cc2ccco2)cc1OC	-6%	-6%	7%	17%	4%	-18%	-2%	-1%

Continuation:
SMILES	L3MBTL1 block	KDM4E inh	RGS12 GoLoco inh	Tau FP inhib	TRb-SRC2 inh	Tau ThT inhib	RECQ1 inh	TexasRed fluor
CCOc1ccc(NC(=O)CSc2nc3c(c(=O)[nH]2)CCCC3)cc1	/	/	/	-4%	5%	-1%	/	1%
CCOc1ccccc1CNC(=O)CCNC(=O)Cn1ccc2ccccc2c1=O	/	-6%	21%	-9%	-6%	-12%	20%	3%
Cc1ccc(-c2ccc(CCC(=O)O)n2-c2cccc(O)c2)cc1	/	?	20%	1%&5%	3%&3%	?	-10%	-3%&0%
COc1cc(NC(=O)c2ccc3c(Cl)c4c(nc3c2)CCC4)cc(OC)c1OC	/	/	/	-14%	0%	-5%	/	-1%
O=C(NCC1CCCO1)c1ccc(NS(=O)(=O)c2cccs2)cc1 (stereo unspecified)	-7%	-16%	-7%	-15%	3%	?	-5%	-2%
CC(C)CNC1CS(=O)(=O)CC1O (stereo unspecified)	/	7%	4%	-6%	-2%	-2%	15%	-5%
Cc1ccnc(NC(=S)NC(=O)c2ccco2)c1	-3%	5%	2%	1%	-10%	-13%	-5%	-2%
CCc1ccccc1OCCOc1ccc(C)cc1OC	54%[activator]	?	9%	-9%	-4%	-14%	-12%	-1%
O=C(Nc1ccc(F)cc1)c1cccc(N2C(=O)C3C4CCC(C4)C3C2=O)c1 (stereo unspecified)	5%	5%	-10%	-10%	-17%	4%	-2%	0%
CCCn1nnc(NC(=S)NC(=O)c2ccc(-c3ccc(Br)cc3)o2)n1	-11%	-9%	2%	-10%	-5%	-11%	i	-7%
Cc1cccc(-n2ncc(C(=O)N3CCN(Cc4ccccc4)CC3)c2C2CCN(C(=O)OC(C)(C)C)CC2)c1	/	/	/	-2%	-5%	-13%	/	-1%
COc1ccc(OC)c(CNC(=O)c2ccc(C)c(NC(=O)c3nsc4ccccc34)c2)c1	/	/	/	-7%	-7%	-5%	/	0%
COCCNC(=O)C(=O)NCC1OCCN1S(=O)(=O)c1cccs1 (stereo unspecified)	/	-1%	10%	3%	10%	/	-3%	1%
CSc1ccccc1NC(=O)Cc1ccc(Br)cc1	20%	1%	9%	-6%	-2%	-9%	-6%	3%
CCC(C)N1CC23C=CC(O2)C(C(=O)OC)C3C1=O (stereo unspecified)	-3%	-6%	4%	-5%	11%	-16%	-2%	3%
O=C(CN(C1CCCCC1)S(=O)(=O)c1ccc(Cl)cc1)NCCCO	5%	-2%	6%	-2%	3%	5%	2%	0%
Cc1cc(NS(=O)(=O)c2ccc(NC(=O)COc3ccc(Cl)cc3)cc2)no1	8%	-2%	10%	1%	-4%	22%	-3%	0%
O=C(NC(=S)NCc1ccccc1)c1ccc2c(c1)OCO2	-11%	-2%	8%	-10%	-13%	-10%	-19%	-2%
CO[C@@H]1COC(=O)[C@H](Cc2ccccc2)NC(=O)C/C=C\[C@@H](C)[C@H](OC)COC(=O)[C@@H](C)NC(=O)C/C=C\[C@H]1C	/	/	/	1%&-2%[11.6 µM]	-7%&0%[11.2 µM]	3%&-2%[11.5 µM]	13%[11.5 µM]	-2%&-18%[11.2 µM]
Cc1c(NC2=C(Cl)C(=O)N(c3ccccc3)C2=O)c(=O)n(-c2ccccc2)n1C	/	-16%	-7%	?	-4%	?	-19%	2%
O=C(NCc1ccccc1)c1nc(S(=O)(=O)Cc2ccc(F)cc2)ncc1Cl	/	/	/	1%	7%	14%	/	-1%
COc1ccccc1CNC(=O)CSc1nc2ccccc2c(=O)n1CCCN1CCOCC1	-5%	2%	9%	4%	-6%	-9%	i	-6%
CCn1cc(S(=O)(=O)CC(=O)Nc2ccc3c(c2)OCCO3)c2ccccc21	-4%	-2%	-7%	3%	-14%	-17%	-16%	0%
CC(=O)OCC1(C)CN(c2ccccc2)NC1=O (stereo unspecified)	/	-8%	-11%	?	-6%	?	2%	-4%

Part of the list above in order of molecular weight, falling.
SMILES	L3MBTL1 block	KDM4E inh	RGS12 GoLoco inh	Tau FP inhib	TRb-SRC2 inh	Tau ThT inhib	RECQ1 inh	TexasRed fluor
CCCn1nnc(NC(=S)NC(=O)c2ccc(-c3ccc(Br)cc3)o2)n1	-11%	-9%	2%	-10%	-5%	-11%	i	-7%
Cc1cc(NS(=O)(=O)c2ccc(NC(=O)COc3ccc(Cl)cc3)cc2)no1	8%	-2%	10%	1%	-4%	22%	-3%	0%
COc1cc(NC(=O)c2ccc3c(Cl)c4c(nc3c2)CCC4)cc(OC)c1OC	/	/	/	-14%	0%	-5%	/	-1%
Cc1c(NC2=C(Cl)C(=O)N(c3ccccc3)C2=O)c(=O)n(-c2ccccc2)n1C	/	-16%	-7%	?	-4%	?	-19%	2%
O=C(Nc1ccc(F)cc1)c1cccc(N2C(=O)C3C4CCC(C4)C3C2=O)c1 (stereo unspecified)	5%	5%	-10%	-10%	-17%	4%	-2%	0%
O=C(NCC1CCCO1)c1ccc(NS(=O)(=O)c2cccs2)cc1 (stereo unspecified)	-7%	-16%	-7%	-15%	3%	?	-5%	-2%
CCOc1ccc(NC(=O)CSc2nc3c(c(=O)[nH]2)CCCC3)cc1	/	/	/	-4%	5%	-1%	/	1%
CSc1ccccc1NC(=O)Cc1ccc(Br)cc1	20%	1%	9%	-6%	-2%	-9%	-6%	3%
Cc1ccc(-c2ccc(CCC(=O)O)n2-c2cccc(O)c2)cc1	/	?	20%	1%&5%	3%&3%	?	-10%	-3%&0%
O=C(NC(=S)NCc1ccccc1)c1ccc2c(c1)OCO2	-11%	-2%	8%	-10%	-13%	-10%	-19%	-2%
CCc1ccccc1OCCOc1ccc(C)cc1OC	54%[activator]	?	9%	-9%	-4%	-14%	-12%	-1%
